High-throughput results deposited in PubChem BioAssay by several laboratories.
CSN deneddyl inh – inhibitors of human CSN-mediated cullin deneddylation | Q92905 | Purified CSN, SCF-Nedd8-OG deneddylation, fluorescence polarization | inhibition, % at 12.5 µM | 360,000 compounds, 0.38% hits;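 active = pattern-corrected inhibition above about 35%, with an unprinted fluorescence ratio check between 0.5 and 1.5, limit read from the data, passing the limit was not always enough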;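 note: 0% = enzyme with substrate and 100% = substrate without enzyme; some results filed as inactive read as strong as hits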
Target sequence (Q92905 whole entry, looked up, one chain of several): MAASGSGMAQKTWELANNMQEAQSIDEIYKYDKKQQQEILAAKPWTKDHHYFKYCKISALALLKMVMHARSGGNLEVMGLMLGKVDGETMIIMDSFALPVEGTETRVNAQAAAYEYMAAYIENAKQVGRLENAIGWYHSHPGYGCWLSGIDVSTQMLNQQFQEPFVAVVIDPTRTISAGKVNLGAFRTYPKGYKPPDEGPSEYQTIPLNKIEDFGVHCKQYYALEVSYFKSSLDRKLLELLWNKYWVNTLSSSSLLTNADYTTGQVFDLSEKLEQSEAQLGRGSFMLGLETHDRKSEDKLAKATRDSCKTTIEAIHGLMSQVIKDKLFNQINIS
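Material: human Csn5 produced in HEK293T cells; Input: enzyme 0.24 nM; Reagent: SCFSkp2-Nedd8OG substrate at 10 nM final; Dosing: 12.5 µM compound; Incubation: 90 min reaction at room temperature; Detection: fluorescence polarization of the substrate; Evaluation: % inhibition of substrate cleavage by Csn5; Control set: substrate-only high control, full reaction low control.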
eLon inh – E. coli protease La inhibition. inhibition, % at 7.94 µM. 360,000 compounds, 0.42% hits. AID 602123. purified E. coli Lon protease, fluorescence polarization. P0A9M0; in the data active = inhibition above about 13%, passing the limit was not always enough;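 note: 0% = enzyme with probe and DMSO and 100% = no enzyme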
MsrA act – activates bovine MsrA enzyme; AID 602163; purified bovine MsrA, absorbance read-out; 360,000 compounds, 0.3% hits; activation, % at 10.6 µM; in the data active = activation above about 7.5%;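 note: 0% = vehicle and 100% = reference activator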
MT1-MMP act inh – inhibitors of human MT1-MMP activation | AID 651647 | HT1080 RFP-PRO-GFP cells, GFP/RFP ratio fluorescence, overnight; percent of plate control window, DMSO zero | P50281 | 360,000 compounds, 0.061% hits | GFP/RFP ratio change, % at 20 µM;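 active = GFP/RFP ratio change of at least 30% with cell ATP level not reduced by more than half and red fluorescence within 50% of control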; note: strong numbers were not always called active
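system = RFP-PRO-GFP reporter HT1080 cells | dosing = 20 µM single dose, 1% DMSO | timing = overnight cell settling, then overnight compound exposure, 37 °C, 5% CO2 | read-out basis = GFP/RFP fluorescence ratio | controls = DMSO and RFP-L50D-GFP cell wells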
Rin1-Abl PPI inh – inhibitors of human Rin1-Abl protein interaction; P00519+Q13671; TR-FRET Rin1/Abl binding, biochemical; inhibition, % at 7.35 µM; 360,000 compounds, 0.4% hits; in the data active = inhibition above about 5%, passing the limit was not always enough
FAS-TE inh – FAS thioesterase (human) inhibition. P49327. recombinant FAS-TE, OMFH fluorogenic substrate, fluorescence endpoint. inhibition, % at 15 µM. 360,000 compounds, 0.67% hits. AID 602261;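 active = compounds whose normalised, plate-corrected inhibition of enzyme fluorescence in the single-dose primary screen is 50% or more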;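 note: 0% = DMSO with enzyme and 100% = substrate without enzyme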
Rpn11 block – blocks the human proteasome subunit Rpn11; calls only at 20 µM; human 26S proteasome, Ub4-pepOG fluorescence polarization; 20S core pre-blocked with epoxomicin; 360,000 compounds, 0.59% hits; O00487;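 active = inhibition at 20 µM, scaled to each plate's controls, above about 33%, limit read from the data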
Target sequence (O00487 whole entry, looked up): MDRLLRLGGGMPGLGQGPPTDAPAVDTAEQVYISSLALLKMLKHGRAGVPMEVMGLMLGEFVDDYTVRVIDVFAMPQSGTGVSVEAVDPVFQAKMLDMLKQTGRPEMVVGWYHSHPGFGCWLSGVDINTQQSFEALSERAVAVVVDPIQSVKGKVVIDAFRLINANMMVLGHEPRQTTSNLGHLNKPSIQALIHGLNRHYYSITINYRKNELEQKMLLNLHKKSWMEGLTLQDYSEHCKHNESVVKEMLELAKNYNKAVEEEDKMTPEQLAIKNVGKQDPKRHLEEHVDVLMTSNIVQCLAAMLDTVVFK
MsrA inh – inhibits bovine methionine sulfoxide reductase A | purified bovine MsrA, absorbance read-out | inhibition, % at 15.5 µM | 360,000 compounds, 0.75% hits; in the data active = inhibition above about 4.5%;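 note: 0% = vehicle wells with enzyme and 100% = reference inhibitor wells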
MLLE-PAM2 inh – blocks PAM2 peptide binding to the PABP1 MLLE domain. P11940. GST-MLLE / FITC-PAM2 fluorescence polarization. inhibition, % at 20 µM. 360,000 compounds, 0.36% hits. AID 588489; in the data active = inhibition above about 35%, passing the limit was not always enough;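 note: plate controls were DMSO wells with GST-MLLE for no effect and wells lacking GST-MLLE protein for full effect; some results filed as inactive read as strong as hits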
An asterisk follows results filed as active; i = inactive; . = not tested or not shown.

SMILES	eLon inh	MLLE-PAM2 inh	MsrA act	MT1-MMP act inh	FAS-TE inh	Rpn11 block	Rin1-Abl PPI inh	CSN deneddyl inh	MsrA inh
COc1ccc(NC(=O)CCSc2nnc(C)s2)cc1	1	-5	-5	3	-9	i	2	-2	0.8
CCOC(=O)C1=CC[C@@H](c2ccccc2)N(S(=O)(=O)c2ccc(C)cc2)[C@H]1C#N	-1	20	-6	-4	9	i	2	0	0.2
Nc1c(-c2ccc(F)cc2)cnn1C1CCS(=O)(=O)C1 (configuration not stated)	-10	0	-9	1	-7	i	2	-2	-0.1
Cc1ccc(-n2c(CCc3ccccc3)nnc2SCC(=O)NCc2ccccc2)cc1C	1	8	1	-3	15	i	2	3	-0.2
CC(C)(C)c1cc(C(=O)N/N=C/c2ccc(O)cc2)n(-c2ccccc2)n1	4	-5	-6	11	2	i	1	-1	1.2
O=C(Nc1cccc(-c2nnc(-c3ccccc3)o2)c1)c1ccc(Br)o1	-9	0	-2	4	27	i	-3	-4	0.1
Cc1ccc(N(CN2C(=O)C3CC=CCC3C2=O)C(=O)c2ccco2)cc1Cl (configuration not stated)	5	24	-3	-9	0	i	1	3	-0.9
COc1ccc2oc(-c3ccncc3)cc(=O)c2c1	-12	40*	-1	-1	-6	i	1	1	1.0
O=C1CC2(CCN(S(=O)(=O)c3ccccc3)CC2)Oc2ccccc21	15	-8	-3	0	7	i	1	1	-1.8
COc1ccc2cc(C(c3nnnn3C3CCCCC3)N3CCCCCC3)c3nnnn3c2c1 (configuration not stated)	-2	-5	-12	4	15	i	2	1	-0.9
O=C(Nc1nnc(-c2ccncc2)o1)c1ccc2ccccc2c1	2	5	0	2	-1	i	1	-4	1.9
O=C(NCCNS(=O)(=O)c1ccccc1Cl)c1cc(OCC(F)(F)F)ccc1OCC(F)(F)F	1	18	-9	-3	10	i	3	2	-0.2
Nc1cccc(Oc2cnccn2)c1	2	0	-2	1	-4	i	1	3	-0.5
COc1ccc(OC)c(/C=N/n2c(C)nc3ccccc3c2=O)c1	6	15	-5	-1	-1	i	3	3	0.6
O=C(Nc1ccccc1)Nc1ccccn1	2	11	-2	2	-3	i	0	0	-0.9
O=C(COc1ccc2c3c(c(=O)oc2c1)CCC3)NCCN1CCOCC1	-4	15	-5	7	-6	i	1	-5	0.9
CS(=O)(=O)c1ccc(Cl)c(NC(=O)Cc2ccccc2F)c1	-9	-18	-2	5	-2	i	0	1	1.5
CC(C)OC(=O)c1nnc(-c2ccccc2)nc1OC(C)C	-2	12	-4	-6	-4	i	-1	-4	-0.3
CCOC(=O)/C(=C/C=C1\Sc2cc(C)c(C)cc2N1CC)C(C)=O	i	i	-1	-107	-141	.	-7	35	0.3
CCOC(=O)Cn1cnc2c(nnn2-c2ccccc2)c1=O	4	8	1	-1	-1	i	1	3	.
COc1cc(C(=O)OCC(=O)Nc2ccc(C)cc2)cc(OC)c1OC	-5	9	-2	3	5	i	1	-3	1.1
OC(CN1CCN(Cc2ccc3c(c2)OCO3)CC1)c1c[nH]c2ccccc12 (configuration not stated)	-1	-12	-2	7	-6	i	1	6	0.7
O=C(NNC(=O)c1ccc([N+](=O)[O-])cc1Cl)c1ccncc1	-1	-4	-2	-3	-5	i	-3	-2	-0.1
COc1ccc(CCNC(=O)C2COc3ccccc3O2)cc1OC (configuration not stated)	-3	-5	0	-2	-2	i	4	4	-0.6
Cc1cc(OC(=O)c2c(F)cc(F)cc2F)nc(C)n1	-10	4	-7	0	-8	i	7	4	-1.0
COc1ccccc1CNC(=O)[C@H](Cc1c[nH]c2ccccc12)NC(=O)[C@@H]1Cc2ccccc2CN1	-12	13	-1	2	3	i	-1	3	-1.2
CCOC(=O)C1(C)CCCCCN1C(=O)c1ccc(SC(F)(F)F)cc1 (configuration not stated)	-6	10	-4	2	-1	i	1	0	0.4
NC1=NC(=O)C(c2ccccc2)C(=O)N1 (configuration not stated)	-10	8	-3	-2	-6	i	4	1	1.4
O=c1c2ccsc2ncn1Cc1cccc(C(F)(F)F)c1	-9	1	0	-1	0	i	0	0	0.4
O=C(C1CCN(S(=O)(=O)c2ccc(-n3cnnn3)cc2)CC1)N1CCN(c2ccccc2)CC1	-9	-8	-1	2	18	i	0	2	1.0
O=c1[nH]c(=S)[nH]c2sccc12	5	28	4	2	0	i	-10	10	0.6
COc1ccc(N2CCN(C(=O)C3CCC(Cn4c(=S)[nH]c5ccccc5c4=O)CC3)CC2)cc1 (configuration not stated)	-4	-48	-7	-8	38	i	0	5	2.0
COc1ccccc1NC(=O)CSc1nnc(-c2ccccn2)o1	1	21	-1	0	-3	i	1	8	-0.5
Cc1cccnc1CCNC(=O)CCc1nnc(CCc2ccccc2)o1	-1	0	1	-10	-3	i	1	1	0.7
Cc1c(C(=O)Nc2nccs2)oc2ccc(Br)cc12	0	-43	-14	-4	1	i	0	-1	1.2
CC(=O)Nc1ccc(NC(=O)C(c2ccccc2)c2ccccc2)cc1	-8	0	-2	3	0	i	-4	2	-0.2
COc1ccc(CN(C)CCCn2cnc3c(OC)ncnc32)cc1OC	-3	11	-1	1	-5	i	-1	1	0.6
COc1ccc2c(c1OC)C(=O)N(c1ccc(C)cc1)C2=O	2	-7	-1	0	0	i	-1	-9	-1.2
Cc1cccc(C(=O)OCC(=O)c2c(N)n(CC(C)C)c(=O)n(C)c2=O)c1[N+](=O)[O-]	3	-2	0	-6	20	i	3	0	-1.0
O=C(Cc1coc2cc(O)ccc12)N1CCN(S(=O)(=O)c2ccc(Br)cc2)CC1	-6	-4	-3	2	5	i	4	-3	0.2
CC[n+]1ccc(C)c2cc(SC(F)(F)F)ccc21	-14	-6	-3	-10	0	i	-6	-1	.
CCn1c(SCCC(=O)Nc2ccccc2)nnc1-c1ccc(OC)cc1	-4	-17	-8	4	-5	i	3	2	-0.7
Cc1ccc(N2CCN(C(=S)c3ccc(-c4cccc([N+](=O)[O-])c4)o3)CC2)cc1	-10	29	-6	2	34	i	-3	4	0.6
Cc1ccc(C)c(N2CCN(CC3CCCCC3)CC2)c1	1	-1	0	0	5	i	0	0	0.1
CCOc1ccc(NC(=O)C(c2ccccn2)N(C(=O)CCl)c2ccc(F)cc2)cc1 (configuration not stated)	-1	-3	-7	4	-11	i	-1	-5	.
O=C(COC(=O)c1cccnc1Cl)Nc1cc(S(=O)(=O)N2CCCCC2)ccc1Cl	1	-9	-3	4	13	i	-2	2	0.9
Nc1ccc2nc(SCc3cccc(F)c3)sc2c1	-13	9	-1	1	13	i	4	4	0.6
CC(=O)c1ccc(S(=O)(=O)NC2CC(=O)N(c3cccc(F)c3)C2)cc1 (configuration not stated)	-5	-16	-2	1	-4	i	-3	-4	0.1

The list goes on; it opens with the 2 that closed the last part.
SMILES	eLon inh	MLLE-PAM2 inh	MsrA act	MT1-MMP act inh	FAS-TE inh	Rpn11 block	Rin1-Abl PPI inh	CSN deneddyl inh	MsrA inh
Nc1ccc2nc(SCc3cccc(F)c3)sc2c1	-13	9	-1	1	13	i	4	4	0.6
CC(=O)c1ccc(S(=O)(=O)NC2CC(=O)N(c3cccc(F)c3)C2)cc1 (configuration not stated)	-5	-16	-2	1	-4	i	-3	-4	0.1
COc1ccc(NC(=S)N(CCN(C)C)Cc2cccs2)cc1	-5	4	-9	2	-3	i	-3	5	0.5
Cc1cc(=O)[nH]c(SCC(=O)Nc2ccccc2[N+](=O)[O-])n1	8	-3	-3	0	-4	i	-2	2	0.2
Cc1ccc(S(=O)(=O)N2CCN(C(=O)N(C)C)CC2)cc1C	11	-1	-1	4	-4	i	-2	1	-0.9
Cc1sc(NC(=O)c2ccco2)c(C(Nc2ccccn2)c2ccccc2)c1C (configuration not stated)	-12	18	-5	-3	60*	i	-1	-1	1.0
Cc1ccc(N(CN2CCCC2=O)C(=O)c2ccc(OC(C)C)cc2)cc1	-3	7	-2	1	-8	i	-2	2	-0.7
O=C(O)c1ccc2c(c1)C(=O)N(c1ccc(C(=O)OCC(=O)c3ccccc3)cc1)C2=O	7	-13	-3	-3	-12	i	-1	-1	-1.3
O=C(O)c1ccc(CNCc2cccc(OCc3ccc(F)cc3)c2)cc1	-7	-6	-2	1	-3	i	1	7	1.4
Cc1ccc2nc(NC3=NC4(CCCC4)C4=C(CCCC4=O)N3)oc2c1	-8	-13	-3	-23	12	i	-1	6	0.2
CC(C)(C)N1C(=O)[C@H]2[C@@H](c3ccc(Br)cc3)N3C(=O)N(c4cccc(Br)c4)C(=O)[C@@]3(Cc3ccccc3)[C@H]2C1=O	0	-9	-1	-1	86*	i	6	-2	.
C[C@@H]1CN([C@H](C)CO)C(=O)CCCn2nncc2CO[C@H]1CN(C)C(=O)Nc1ccnc(N2CCOCC2)c1	-4	2	-2	6	-8	i	-1	5	-0.9
OCCC1CN(Cc2cccc(OC3CCCC3)c2)CCN1Cc1ccsc1 (configuration not stated)	6	19	-2	1	-4	i	-1	-3	0.6
O=C(Nc1ccccc1)c1nc[nH]c1C(=O)NCc1ccccc1	6	-6	-6	7	12	i	2	1	0.4
N#Cc1ccc(CSc2nnc(Nc3ccccc3)s2)cc1	-1	8	-2	-6	22	i	-1	4	-1.2
CCOc1ccccc1CNc1nc2nc3c(c(=O)n2[nH]1)CCC3	-16	-3	1	3	-3	i	-2	-1	0.1
Cc1cccc(N2CCN(Cc3cc(=O)n4ccsc4n3)CC2)c1C	3	-2	-1	-7	3	i	-4	1	0.1
COc1cc(Cc2ccc(N)c(OC)c2)ccc1N	-4	19	-2	5	-11	i	-3	-1	0.1
COc1ccc(NS(=O)(=O)c2ccc3c(c2)NC(=O)CC(=O)N3)cc1OC	6	4	-6	-1	0	i	1	1	-0.9
Cc1ccc(SCC(=O)n2nc(C)cc2C)cc1	3	-2	-3	1	0	i	-2	2	1.5
COc1ccc(C(=O)Nc2cc(OC)cc3cccnc23)cc1	-2	-4	-1	1	20	i	1	3	0.4
CC1(C(=O)NS(=O)(=O)c2ccc(C#N)cc2)CCN1C(=O)C1(c2ccc(Cl)cc2)CC1 (configuration not stated)	-7	-4	0	0	3	i	-1	6	-0.8
COc1cccc2sc(Nc3nc(-c4ccncc4)cs3)nc12	-24	21	-3	-12	2	i	1	0	2.8
CCCC(=O)Nc1ccc(Cl)c(NC(=O)c2ccc([N+](=O)[O-])cc2Cl)c1	5	11	-3	6	-2	i	-3	5	0.1
CCCS(=O)(=O)NC(=O)C1(C)CCCN(C(=O)c2ccccc2C(F)(F)F)C1 (configuration not stated)	8	-7	-6	0	-6	i	-7	-1	0.3
Cc1c(C)c2cc(Cl)c(O)c(CN(C)C)c2oc1=O	1	-10	-4	8	-7	i	-4	0	3.4
Cn1c(=O)c(=O)n(C)c2cc(S(=O)(=O)N3CCCCC3)ccc21	-14	-10	-5	-2	-12	i	-1	3	-0.2
COc1ccc(O)c(C(=O)c2cnc3c(c2)c(=O)[nH]c(=O)n3C)c1	4	-9	-3	0	0	i	1	2	2.2
O=c1oc2c3c4c(cc2c2c1CCC2)OCCN4CCC3	1	15	-4	-12	-1	i	-14	-5	0.9
